Screening results as filed in PubChem.
HepG2 viability – qHTS for Inhibitors of TGF-b: Cytotox Counterscreen | HepG2 CAGA-GFP viability, ATP luminescence, 18 h | Potency, µM (doses to about 46.1 µM), without a hit: at the highest dose activity change, negative = cytotoxicity, actives largely listed as cytotoxic | actives 0.76% (n = 410,000) | AID 588856, 2011; further: potency means the concentration at half of the fitted maximal effect; some results filed as inactive show a strong effect at the top dose
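CellTiter-Glo luminescence gave cytotoxicity after 18 hours at 37 degrees C. The cells were HepG2 CAGA-GFP in 1% FBS DMEM, stimulated with 500 pg/mL TGF-beta after compound addition. %Activity was normalised to no-cell wells (complete cell-killing) and DMSO (no toxicity), and curves were fitted and classified.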
Abeta rescue – qHTS for compounds that reverse cellular toxicity of Amyloid beta (A-beta) peptide in yeast: Primary Screen | AID 1347071, 2019 | yeast expressing A-beta42, growth rescue, OD600, 48 h; response scale: 0% DMSO, 100% iron-clioquinol control | actives 0.063% (n = 410,000) | Potency, µM (titrated, usually from 46.1 µM), for the others: at the highest dose growth rescue, most hits filed as activators; further: potency means the concentration at half of the fitted maximal effect; nearly all actives have a fitted effect of over 55% in size
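Yeast growth medium received pinned compounds, then yeast cells expressing toxic A-beta were added; plates incubated at 30 C for 48 hr. Growth read as absorbance at 600 nm, normalized to DMSO and equimolar FeCl3 plus clioquinol controls.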
Nrf2 activator – qHTS of Nrf2 Activators | Potency, µM (doses to about 46.1 µM), inactives show at the top dose activation, hits mostly activators | AREc32 ARE-luciferase reporter (MCF7-derived line), luminescence, 24 h | actives 0.31% (n = 410,000); further: potency means the concentration at half of the fitted maximal effect; % of control where 0% means no effect; nearly all actives have a fitted effect of over 65% in size
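AREc32_Fluc, 1000 cells/well, OPTI-MEM + 5% FBS, o/n 37 deg C 5% CO2; 23 nL cpd by pin tool, 24 hr; Steady-Glo 30 min RT, luminescence.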
Mm-Cpn inhibitor – Inhibitors of TCP-1 ring complex (TRiC) of Methanococcus maripaludis (MmCpn): qHTS | Chaperonin Mm-Cpn (Methanococcus maripaludis) | purified Mm-Cpn ATPase, ADP Transcreener TR-FRET | Potency, µM (doses to about 76.9 µM), for inactives: at the top dose activity, negative = inhibition, most hits filed as inhibitors | actives 0.031% (n = 330,000); further: potency means the concentration at half of the fitted maximal effect; on the % scale 0 is the no-effect control and ±100 the full control effect; nearly all actives have a fitted effect of over 80% in size
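25 nM Mm-CPN + cpd, 10 min 37°C; + 10 uM ATP, 30 min 37°C; buffer 30 mM Tris pH 7.4, 100 mM KCl, 5 mM MgCl2, 1 mM DTT; Transcreener ADP HTRF detection 30 min RT.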
TGFb inhibitor – qHTS for Inhibitors of TGF-b; HepG2 CAGA-GFP TGF-b/SMAD3 reporter, GFP fluorescence, 18 h; TGF-beta stimulated, 500 pg/mL final; Potency, µM (titrated, usually from 46.1 µM), for inactives: at the top dose activity, negative = inhibition, most hits filed as inhibitors; actives 1.2% (n = 410,000); further: potency means the concentration at half of the fitted maximal effect; on the % scale 0 is the no-effect control and ±100 the full control effect; nearly all actives have a fitted effect of over 65% in size
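HEPG2 CAGA-GFP, 1000 cells/well; 2 h settle, 37 C; cpd via pin tool; TGF-b 500 pg/mL final; 18 h, 37 C; GFP imaging ex488/em500-530; %Activity normalised to -TGF-b and +DMSO controls; CRC fit, curve class.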
CCT modulator – High-Throughput Screening for Modulators of Cytosolic Chaperonin Activity. purified chaperonin ATPase assay, HTRF ADP detection, 30 min. activity change, % (no concentration beside the values), hits read low. actives 0.3% (n = 360,000); in the data active means activity change below about -30%; further: on the % scale 0 is the no-effect control and ±100 the full control effect
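First, chaperonin was dispensed at 40 nM or 20 nM final depending on batch activity. Next, compounds were pinned at 76 uM and ATP added at 10 uM. After 30 min at 37 °C, ADP detection reagents ran 30 min at ambient temperature.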
Nrf2 block – Nrf2 qHTS screen for inhibitors. A549 ARE-Fluc reporter, luciferase luminescence, 18-24 h. Potency, µM (top dose mostly 46 µM), without a hit: at the highest dose activity change, negative = inhibition, most hits filed as inhibitors. actives 2.1% (n = 360,000). AID 504444, 2011; further: potency means the concentration at half of the fitted maximal effect; on the % scale 0 is the no-effect control and ±100 the full control effect; nearly all actives have a fitted effect of over 60% in size
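Nrf2 function is reported as luminescence of an ARE-controlled luciferase in A549 cells. Compounds were tested at several concentrations, and a CellTiter-Fluor read on the same wells flagged cytotoxicity.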
A549 viability – Nrf2 qHTS screen for inhibitors: counterscreen for cytotoxicity. actives 0.16% (n = 390,000). A549 ARE-Fluc cells, CellTiter-Fluor viability, 18-24 h. Potency, µM (titrated, usually from 46 µM), without a hit: at the top dose activity change, negative = cytotoxicity, usual class: inhibitors. AID 504648, 2011; further: potency means the concentration at half of the fitted maximal effect; on the % scale 0 is the no-effect control and ±100 the full control effect
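A549 ARE-Fluc cells in 5% FBS OPTI-MEM, 5000 cells/well, rested 2 h then exposed to compounds in concentration-response for 18-24 h at 37 °C. Viability by CellTiter-Fluor fluorescence (Ex 405/Em 525) after 30 min; luciferase luminescence (BugLite, 15 min, RT) read afterwards.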
pAkt inh – HTS Assay for Inhibitors of Akt Phophorylation: Primary Screen; actives 0.32% (n = 360,000); activity change, % for hits at 50 µM; AID 651550, 2012; Neuro2A IGF-stimulated pAkt S473 HTRF, 20 min; stronger effect = lower value; in the data active means activity change below about -80%; inconclusive means mostly about -51% to -80%; further: on the % scale 0 is the no-effect control and ±100 the full control effect
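Neuro2A cells in DMEM with 0.5% FBS, overnight at 37 deg C, given compound at single 50 µM final, then IGF (6 nM final) for 20 min at 37 deg C. Lysed; phospho-Akt Ser473 by HTRF after 24 h, 665/615 ratio.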
Active calls of the source: *; i = inactive; u = inconclusive; x = not tested or not shown; [ ] = another dose, or the depositor's remark. Unless noted, the call rests on the fitted dose curve; in most records, active means well fitted curve in the direction sought with a large enough effect; inconclusive means small, poorly fitted or top-dose-only effect, or another doubt; inactive means no such curve, though single readings can be large; an effect the other way counts as inactive or inconclusive.

Order of values – HepG2 viability	Abeta rescue	Nrf2 activator	Mm-Cpn inhibitor	TGFb inhibitor	CCT modulator	Nrf2 block	A549 viability	pAkt inh
1) Cc1ccc(C)c2c1[nH]c1ccc([N+](=O)[O-])cc12
→ -25%	-39%[inhibitor]	2.2%	1%	-7%	-3.7	u	-17%	i
2) O=C1C2C(C(=O)N1/N=C/c1cccc([N+](=O)[O-])c1)C1C=CC2C12CC2 (stereo not given)
→ 3%	15%	u	0%	-1%	0.7	u	3%	i
3) CCN1CCC(O)(C(C(=O)O)c2ccccc2)CC1 (stereo not given)
→ -23%	1%	-0.6%	x	-4%	1.1	-2%	-1%	i
4) Cc1ccc(C(=O)COC(=O)COc2ccccc2C)cc1
→ 3%	26%	0.4%	-1%	-9%	0.3	7%	0%	i
5) COc1ccc(/C(N)=N/OC(=O)CN(C)S(=O)(=O)c2ccc(C)cc2)cc1
→ -25%	-11%	4.9%	4%	-27%	-0.6	-15%	5%	i
6) O=C(O)c1ccc(N2CC3CC(C2)c2cccc(=O)n2C3)c(NS(=O)(=O)c2cccc(C(F)(F)F)c2)c1 (stereo not given)
→ -18%	-4%	-1.1%	-6%	2%	-1.2	1%	6%	i
7) CNS(=O)(=O)c1cccc(C(=O)OCC(=O)N(CCC#N)c2ccccc2)c1
→ 3%	-17%	-0.5%	0%	22%	-0.4	0%	-3%	i
8) CCCc1cc(=O)oc2cc(OCC(=O)Nc3ccc(CN4CCOCC4)cc3)c(Cl)cc12
→ 0%	x	-0.2%	0%	11%	-1.7	9%	7%	i
9) O=C(Cc1ccccc1)NCc1nc2ccccc2[nH]1
→ -6%	-4%	-0.6%	x	-6%	-3.0	-4%	0%[1.84 µM]	i
10) O=C(NCc1ccccn1)C1CCN(S(=O)(=O)c2cc(Cl)ccc2Cl)CC1
→ 13%	0%	0.4%	-2%	9%	0.0	-5%	-7%	i
11) O=c1[nH]cnc2scc(-c3cccs3)c12
→ 0%	4%	0.1%	-12%	-4%	-8.8	8%	-5%	i
12) CC1CC2(CCCC2)Nc2ccc(F)cc21 (stereo not given)
→ -15%	1%	-0.3%	0%	0%	-3.9	19%	11%	i
13) COc1ccc(CCN2CC(C(=O)N(C)CC(=O)Nc3cccc(F)c3)CC2=O)cc1OC (stereo not given)
→ -62%	-1%	-0.7%	-3%	5%	1.3	7%	9%	i
14) CCc1onc(C)c1C(=O)Nc1ccc2c(c1)OCO2
→ 7%	8%	-0.2%	-1%	6%	0.0	0%	0%	i
15) COc1ccc2c(c1)OC(=O)CC2c1ccccc1OC (stereo not given)
→ -11%	5%	0.3%	1%	-2%	1.9	5%	-2%	i
16) CN(C)CCN(C(=O)c1ccc2ccccc2c1)c1nc2c(F)cccc2s1
→ 0%	-22%	-0.7%	0%	-5%	-2.3	17%	1%	i
17) CC(C)(C)CC(=O)NCC(c1ccc2c(c1)OCO2)N1CCN(c2ccccc2)CC1 (stereo not given)
→ -25%	12%	6.9%	x	-24%	x	x	5%	x
18) CN(C)S(=O)(=O)c1cccc(NC(=O)COC(=O)c2ccc([N+](=O)[O-])o2)c1
→ -19%	5%	6.3%	2%	-11%	-4.3	14%	-18%	i
19) Cc1c(NC(=O)CCc2ccc(S(=O)(=O)N3CCOCC3)cc2)c(=O)n(-c2ccccc2)n1C
→ 3%	-8%	0.3%	x	7%	-3.8	6%	-4%	i
20) Cc1nnc(SCC2=C(C(=O)O)N3C(=O)C(NC(=O)Cn4nc(C(F)F)cc4C)C3SC2)s1 (stereo not given)
→ 4%	-3%	1.9%	1%	8%	-2.3	-11%	0%	i

Order of values – HepG2 viability	Abeta rescue	Nrf2 activator	Mm-Cpn inhibitor	TGFb inhibitor	CCT modulator	Nrf2 block	A549 viability	pAkt inh
21) Cc1ccccc1-c1cc(C(=O)O)n(CC2CC(c3cccnc3)=NO2)n1 (stereo not given)
→ 0%	-22%	-1.2%	3%	9%	-1.0	-2%	2%	i
22) CCOc1ccc(NC(=O)c2cnn(-c3ccc(C)c(C)c3)c2C2CCN(C(=O)OC(C)(C)C)CC2)cc1
→ 0%	-5%	1.6%	x	-2%	x	15%	3%	x
23) COC(=O)c1c(NC(=O)c2cc3nc(-c4ccc(Br)cc4)cc(C(F)(F)F)n3n2)sc2c1CCCC2
→ -9%	8%	3.6%	x	6%	x	x	2%	x
24) CCOc1ccc(C(=O)N/N=C(/C)C2C(=O)c3ccccc3C2=O)cc1
→ 6%	5%	0.0%	2%	3%	1.8	1%	-11%	i
25) CCC1CCc2sc(C(=O)NCC(c3ccc(OC)cc3)N3CCOCC3)cc2C1 (stereo not given)
→ -4%	-12%	2.6%	1%	u	-2.4	-22%	-1%	i
26) O=C(CSc1nnc(-c2ccccc2)n1Cc1ccco1)NCc1ccc2c(c1)OCO2
→ -8%	10%	-0.4%	1%	20%	0.6	-23%	-16%	i
27) COc1ccc(OC)c(C2NC(=S)NC3=C2N2CCC3CC2)c1 (stereo not given)
→ 8%	-15%	-0.1%	u	7%	-0.7	-8%	4%	i
28) CC(=O)Nc1ccc(NC(=O)[C@@H](NC(=O)N2C[C@H]3C[C@@H](C2)c2cccc(=O)n2C3)C(C)C)cc1
→ -16%	-12%	-0.2%	-2%	3%	-2.5	-2%	1%	i
29) COC(=O)C1=CNC=C(C(=O)OC)C1c1cccc(OC)c1
→ 4%	6%	-0.6%	-3%	-6%	0.3	-2%	-1%	i
30) CCOc1ccc(S(=O)(=O)N2CCc3ccccc3C2)cc1
→ -32%	9%	-0.5%	-2%	u	1.7	-7%	10%	i
31) Cc1cc(C)n2nc(CNC(=O)c3cccc(N(C)C)c3)nc2n1
→ -7%	-1%	6.7%	x	3%	x	u	0%	x
32) COc1ccc(OC)c(NC(=O)CSc2nc(=O)n(CCN3CCOCC3)c3c2CCC3)c1
→ -18%	-1%	0.4%	1%	22%	-1.8	-8%	1%	i
33) CSCCC1NC(=O)N(C(C)C(=O)Nc2cc(Cl)cc(Cl)c2)C1=O (stereo not given)
→ 7%	-6%	3.3%	-4%	-2%	1.1	26%	1%	i
34) CCCc1cc(=O)oc2c(C)c(O[C@@H]3O[C@H](CO)[C@@H](O)[C@H](O)[C@H]3O)ccc12
→ -7%	-13%	0.3%	1%	-3%	-5.4	2%	-5%	i
35) CCN(CC)S(=O)(=O)c1ccc(C)c(NC(=O)CN(C)C)c1
→ -3%	-12%	0.2%	-1%	-10%	-0.3	9%	2%	i
36) CC(=O)NCc1ccc(-c2csc(NC(=O)CCCc3nc4ccccc4c(=O)[nH]3)n2)cc1
→ -1%	-11%	3.6%	-2%	-2%	0.0	5%	2%	i
37) O=C(N[C@@H](Cc1ccccc1)C(=O)OCc1ccccc1)c1ccco1
→ -18%	-13%	0.0%	-2%	9%	-1.0	7%	3%	i
38) CCCCOc1ccc(C2CCC(C(C)=O)C(C)C2)cc1 (stereo not given)
→ -33%	-5%	2.3%	-3%	2%	-0.3	u	0%	i
39) CC(C)CCC(CCN1CCCC1)c1ccc2c(c1)OCO2 (stereo not given)
→ -161%	11%	-0.7%	0%	u	1.7	22%	1%	i

Rewritten as tab-separated lines: part of the list above.
No.	mol	HepG2 viability	Abeta rescue	Nrf2 activator	Mm-Cpn inhibitor	TGFb inhibitor	CCT modulator	Nrf2 block	A549 viability	pAkt inh
21	Cc1ccccc1-c1cc(C(=O)O)n(CC2CC(c3cccnc3)=NO2)n1 (stereo not given)	0%	-22%	-1.2%	3%	9%	-1.0	-2%	2%	i
22	CCOc1ccc(NC(=O)c2cnn(-c3ccc(C)c(C)c3)c2C2CCN(C(=O)OC(C)(C)C)CC2)cc1	0%	-5%	1.6%	x	-2%	x	15%	3%	x
23	COC(=O)c1c(NC(=O)c2cc3nc(-c4ccc(Br)cc4)cc(C(F)(F)F)n3n2)sc2c1CCCC2	-9%	8%	3.6%	x	6%	x	x	2%	x
24	CCOc1ccc(C(=O)N/N=C(/C)C2C(=O)c3ccccc3C2=O)cc1	6%	5%	0.0%	2%	3%	1.8	1%	-11%	i
25	CCC1CCc2sc(C(=O)NCC(c3ccc(OC)cc3)N3CCOCC3)cc2C1 (stereo not given)	-4%	-12%	2.6%	1%	u	-2.4	-22%	-1%	i
26	O=C(CSc1nnc(-c2ccccc2)n1Cc1ccco1)NCc1ccc2c(c1)OCO2	-8%	10%	-0.4%	1%	20%	0.6	-23%	-16%	i
27	COc1ccc(OC)c(C2NC(=S)NC3=C2N2CCC3CC2)c1 (stereo not given)	8%	-15%	-0.1%	u	7%	-0.7	-8%	4%	i
